Smad3 FoxH1 inh = inhibitors of human Smad3 transcription factor binding | P84022 | inhibition, % at 25 µM | AID 630 | TR-FRET Smad3/Dy647-FoxH1 peptide binding, europium anti-His | 88,000 compounds, 0.29% hits;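 active = compounds that reduce the energy-transfer binding signal between the protein and its labelled peptide by more than half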;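 also: 0% = Smad3 plus labelled peptide maximal FRET and 100% = peptide-only background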
H69AR growth 86K = blocks growth of human H69AR lung tumor cells; 85,000 compounds, 6% hits; viability, % at 10 µM; H69AR lung tumor viability, ATP luminescence, 72 h; active compounds read low;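 active = viability at or below 40%; inactive = viability above 40%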;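 also: multidrug resistant small cell line overexpressing MRP-1 efflux transporter; 100% = mean luminescence of untreated control wells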
HUVEC prolif 384 = inhibitors of human endothelial cell proliferation. HUVEC proliferation, CellTiter-Glo luminescence, 72 h; active compounds read low. viability, % at 10 µM (by protocol). 86,000 compounds, 1.1% hits;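 active = viability at or below 30%; inactive = viability above 30%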;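 also: 100% = median luminescence of DMSO-only cell control wells on each plate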
Fibroblast inh = blocks proliferation of human lung fibroblasts | LL 47 human lung fibroblast viability, ATP luminescence; active compounds read low | viability, % at 10 µM | 85,000 compounds, 1.1% hits | AID 719;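 active = viability at or below 50% in the single dose screen; inactive = viability above 50%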;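 also: compound exposure lasted 72 h before the ATP readout; 100% = median luminescence of untreated cell-only wells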
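Material: human LL 47 lung fibroblast cells; quantity: 1,150 cells/well; medium: IMEM plus 15% FBS; doses: 0.1% DMSO in all compound wells; timing: overnight attachment after seeding, then 72 h compound exposure at 37 °C; detection: CellTiter-Glo luminescence; measure: % viability of median cell-only signal; controls: cell-only wells, no compound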
PTK2B oligo ant = antagonists of human Pyk2 oligomerization; Q293 cells, Pyk2 FERM NanoBiT luminescence; active compounds read low; z-score (the deposit names both 25 µM and 10 µM); 99,000 compounds, 0.83% hits; AID 1347419;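 active = Z-score of -3 or lower, scaled per plate to the spread of control and sample wells; inactive = z-score above -3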;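 also: negative z-score means lost luminescence so less FERM oligomerization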
Target sequence (Q14289 whole entry, looked up): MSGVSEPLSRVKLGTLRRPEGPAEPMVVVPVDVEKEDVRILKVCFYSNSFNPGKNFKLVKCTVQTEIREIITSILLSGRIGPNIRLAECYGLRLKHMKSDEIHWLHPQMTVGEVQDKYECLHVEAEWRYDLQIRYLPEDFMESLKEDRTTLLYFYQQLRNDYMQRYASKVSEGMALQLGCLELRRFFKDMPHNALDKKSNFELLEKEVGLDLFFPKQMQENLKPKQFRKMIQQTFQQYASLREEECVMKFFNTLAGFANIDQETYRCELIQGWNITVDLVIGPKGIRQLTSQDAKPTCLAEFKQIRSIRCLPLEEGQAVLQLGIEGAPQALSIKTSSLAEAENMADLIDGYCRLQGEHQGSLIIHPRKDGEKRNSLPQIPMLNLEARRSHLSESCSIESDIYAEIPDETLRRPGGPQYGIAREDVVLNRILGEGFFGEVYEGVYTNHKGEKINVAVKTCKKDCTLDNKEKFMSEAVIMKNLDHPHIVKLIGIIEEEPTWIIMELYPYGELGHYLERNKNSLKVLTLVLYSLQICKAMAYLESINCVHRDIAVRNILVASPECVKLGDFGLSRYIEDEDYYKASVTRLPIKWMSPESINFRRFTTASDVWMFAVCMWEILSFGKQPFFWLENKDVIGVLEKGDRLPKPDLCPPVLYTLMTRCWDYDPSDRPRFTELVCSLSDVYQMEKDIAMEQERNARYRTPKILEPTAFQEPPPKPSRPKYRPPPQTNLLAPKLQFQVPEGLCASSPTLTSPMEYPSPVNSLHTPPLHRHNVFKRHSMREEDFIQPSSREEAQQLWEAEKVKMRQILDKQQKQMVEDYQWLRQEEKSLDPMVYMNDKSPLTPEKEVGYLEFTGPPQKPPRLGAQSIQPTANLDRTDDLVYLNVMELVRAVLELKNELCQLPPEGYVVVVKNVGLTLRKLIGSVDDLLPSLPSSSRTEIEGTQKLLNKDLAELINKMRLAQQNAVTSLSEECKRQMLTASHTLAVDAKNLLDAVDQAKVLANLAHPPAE
F-actin modifier = cytoskeleton assembly modification. 91,000 compounds, 0.18% hits. AID 836. HUVEC TNFa F-actin phalloidin imaging, high content. inhibition, % at 2 µM;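 active = inhibition above the batch mean plus 3 SD and confirmed as a hit by visual image inspection, cut at about 30% in these data, passing the limit was not always enough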; also: strong numbers were not always called active
VCAM1 TNFa inh = reduces TNF alpha induced VCAM1 expression in HUVEC | inhibition, % at 2 µM | 95,000 compounds, 0.48% hits | HUVEC TNFa-induced VCAM-1 immunofluorescence, high-content imaging;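 active = inhibition above the batch mean plus 3 SD, with images confirmed as a hit by eye, cut at about 37% in these data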;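 also: 0% = TNF-stimulated DMSO wells and 100% = unstimulated control wells; not every result past the cut was called active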
HUVEC tox TNFa = toxic to HUVEC cells under TNF alpha stimulation. HUVEC TNFalpha-stimulated, Hoechst cell count, imaging. 93,000 compounds, 0.17% hits. AID 848. cell count reduction, % at 2 µM;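 active = cell count reduction exceeding the screen mean by over 5 SD, scaled to untreated wells per plate, cut at about 78% in these data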;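 also: cells counted after 24 h of TNF alpha exposure following the 1 h pretreatment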
HUVEC tox IL1B = toxic to HUVEC cells under IL-1B stimulation; HUVEC cell count loss, Hoechst imaging, IL-1B stimulated; cell count reduction, % at 2 µM; 94,000 compounds, 0.41% hits; AID 845;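 active = cell count reduction more than 3 SD above the screen-wide mean, cut at about 70% in these data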;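 also: normalized per plate to untreated control cells as the no-loss baseline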
* hit, by the source's call; . = not tested or not shown; [ ] = dose if it differs, or a comment. Not all compounds are listed; count on the stated rates, not on these rows.

Start of the listing, in advance, 2 compounds:
SMILES	Smad3 FoxH1 inh	H69AR growth 86K	HUVEC prolif 384	Fibroblast inh	PTK2B oligo ant	F-actin modifier	VCAM1 TNFa inh	HUVEC tox TNFa	HUVEC tox IL1B
CCCCOc1ccc(S(N)(=O)=O)cc1	-8.5	94.9	98.4	94.8	-0.01	-6.0	-5.0	-8.2	-14.9
CCN(CC)S(=O)(=O)c1ccc(C(=O)Nc2ccc3c(c2)OCCO3)cc1	4.5	91.5	106.8	100.3	-1.06	.	.	.	.

The list itself (from the top)
SMILES	Smad3 FoxH1 inh	H69AR growth 86K	HUVEC prolif 384	Fibroblast inh	PTK2B oligo ant	F-actin modifier	VCAM1 TNFa inh	HUVEC tox TNFa	HUVEC tox IL1B
CCCCOc1ccc(S(N)(=O)=O)cc1	-8.5	94.9	98.4	94.8	-0.01	-6.0	-5.0	-8.2	-14.9
CCN(CC)S(=O)(=O)c1ccc(C(=O)Nc2ccc3c(c2)OCCO3)cc1	4.5	91.5	106.8	100.3	-1.06	.	.	.	.
CC(O)COc1ccc(/C(=N/O)c2ccccc2)cc1 (stereo not drawn)	.	.	.	.	-1.11	15.9	2.6	-15.4	-24.8
COc1ccc(C(=O)COC(=O)CCn2nnc(-c3cccc(O)c3OC)n2)cc1	-11.1	91.7	89.2	90.3	0.28	-26.8	-7.1	-15.2	-11.5
CC1(C)Cc2c(C#N)c(SCC(=O)c3ccccc3)nc(N3CCOCC3)c2CO1	11.2	48.5	66.0	47.5*	-1.19	8.8	3.2	-19.8	10.3
CSC1=NCCN1C(=O)Cc1ccc(Cl)cc1	-2.6	91.8	95.4	99.6	.	-7.7	43.5*	9.5	-2.5
CN1C(=O)/C(=C/c2ccccc2OCc2cccc(F)c2)NC1=S	.	.	.	.	0.44	-9.9	-7.6	-9.0	-4.0
O=C(Nc1ccccc1F)c1ccncc1	1.0	97.3	92.2	100.5	0.81	15.5	7.7	-11.4	0.6
C=CCn1c(SCC(=O)c2cc(C)n(C(C)COC)c2C)nc2sc(C)c(C)c2c1=O (stereo not drawn)	-6.2	61.5	66.7	93.4	-0.62	-29.5	-20.6	15.9	1.3
CC(C)C1=NN2C(=N)CC(=O)N=C2S1	.	.	.	.	0.09	22.2	-3.1	-5.5	-5.8
NCCOc1ccccc1Cc1ccccc1	5.4	93.4	81.2	97.4	0.3	0.9	7.8	-11.5	-35.3
CCOC(=O)c1cnc2c(C(F)(F)F)cccc2c1N1CCOCC1	11.6[fluorescence artefact?]	98.0	92.7	97.3	-2.6	-6.1	-2.9	0.7	12.1
O=C(NNC(=O)c1cc2cc3ccccc3nc2s1)c1cccc(Cl)c1	.	.	.	.	0.44	-19.1	8.3	-37.4	-7.8
CCS(=O)(=O)c1ccc2c(c1)N(S(C)(=O)=O)CC(C(=O)NCCOC)O2 (stereo not drawn)	.	.	.	.	-0.42	9.5	1.1	1.8	-14.5
O=C(NCCN1CCOCC1)c1cc(-c2ccccc2)on1	-2.8	96.8	97.4	93.3	0.95	-9.3	-14.9	10.5	5.0
CCSc1nc(N2CCOCC2)c2c(c1C#N)CCCC2	-2.7	61.9	90.4	93.1	-2.32	7.5	-0.4	-5.8	-8.8
Cc1ccc(C)c(NC(=O)C2CC3c4ccccc4C2c2ccccc23)c1 (stereo not drawn)	.	.	.	.	-0.66	18.6	12.5	-4.8	-47.3
Cc1ccc(/C=C2\Sc3ccccc3C2=O)s1	.	.	.	.	-1.78	-13.3	6.7	13.9	8.7
CCOc1c(OC)ccc2c3c(c(=O)oc12)CCCC3	4.7	90.6	109.4	96.6	0.12	4.6	1.0	-31.4	-12.4
CCc1ccc(-c2cc(C(=O)NCc3ccco3)c3ccccc3n2)s1	.	.	.	.	-0.45	32.6	3.3	-32.0	1.4
C/C=C(\C)CN1CCN(c2ccc(C)cc2)CC1	19.9[fluorescence artefact?]	94.8	93.3	90.3	0.56	5.9	7.2	-3.9	-3.5
Cc1cc(N2CCCCC2)nc(SCC(=O)c2ccccc2)n1	4.0	59.2	77.8	98.7	-1.26	-10.4	-5.3	4.5	-13.3
O=[N+]([O-])c1cc(C(F)(F)F)ccc1N1CCN(S(=O)(=O)c2ccc3ccccc3c2)CC1	.	.	.	.	-1.63	-6.0	20.9	-0.9	15.7
CCOC(=O)C1C(=O)CC(C)(O)C(C(=O)OCC)C1c1ccccc1OC (stereo not drawn)	-1.9	93.6	96.9	101.7	0.1	-2.7	11.2	-8.8	-27.4
O=C1C(=O)N(CCN2CCOCC2)C(c2ccccn2)/C1=C(/O)c1ccc(Cl)cc1 (stereo not drawn)	-4.9	81.9	87.5	99.7	0.06	.	.	.	.
CC(=O)N/C(=C/c1ccc(Cl)cc1)C(=O)NCCc1c[nH]c2ccccc12	.	.	.	.	0.27	5.4	10.1	-23.5	-40.1
Cc1nc2sccn2c1-c1csc(NCc2ccccc2)n1	-0.6	81.1	63.9	82.2	0.46	-16.4	10.9	-36.9	-42.9
CNCC/C=C1/c2ccccc2CSc2ccccc21	3.2	75.2	72.9	87.1	-0.13	-1.9	25.0	1.4	-5.0
O=C(O)CCCC(=O)Nc1cccc(-c2nc3ccccc3[nH]2)c1	-5.6	101.0	100.3	96.0	0.79	-6.9	40.0	37.2	-15.4
CC(C)(C)NC(=O)c1ccc(COCC(F)(F)F)o1	-1.8	98.1	89.9	98.7	0.7	-13.4	-14.7	5.7	-10.6
CCOCCCn1c(=NC(=O)c2ccc(OC)c(OC)c2)c(C#N)cc2c(=O)n3cccc(C)c3nc21	-5.8	61.1	46.5	61.7	.	-1.1	1.8	-13.8	-8.7
COC(=O)c1cnn(-c2ccc(C)c(C)c2)c1-n1cccc1	7.8	99.0	98.9	96.6	0.13	.	.	.	-15.4
CC(C)CCC(C(=O)O)C(C)CC(=O)NC1CCCCC1 (stereo not drawn)	5.4	.	95.6	98.3	0.35	-2.1	3.5	-21.5	-88.5
Cc1cc(C)n(CCn2nc(C)cc2C)n1	9.0	102.7	100.6	99.4	0.9	-9.1	7.7	-15.8	-18.8
COC(=O)c1ccc(CSc2nnc(Nc3ccc(OC)cc3)s2)o1	-6.9	81.7	92.8	87.5	-0.84	14.9	-1.9	4.6	7.5
O=C(CN(Cc1ccco1)C(=O)Cn1nnc(-c2cccs2)n1)NCc1ccccc1	0.9	50.8	102.3	97.8	1.37	24.2	3.4	-10.7	-14.8
O=C(NC1CCCCCC1)C1c2ccccc2C(=O)N1Cc1ccco1 (stereo not drawn)	-7.8	83.5	91.8	91.3	0.24	14.8	-0.2	-32.4	0.0
CSc1sc(C(=O)O)c(C)c1C(C)=O	.	.	.	.	-0.43	-10.4	-47.1	15.5	-6.3
O=C(CSc1ccc2nnc(-c3cccc(F)c3)n2n1)NCC1CCCO1 (stereo not drawn)	6.5	67.0	97.5	110.3	0.11	-5.8	-0.2	-24.1	13.2
CC1=C(C#N)C(c2cccnc2)C2=C(CCCC2=O)N1 (stereo not drawn)	-1.1	93.8	95.2	99.2	-0.29	-19.7	-8.2	2.1	3.8
COc1cc2c(cc1OC)-c1cc(OCc3cccnc3)nc(=O)n1CC2	2.5	86.8	96.2	100.7	0.79	-12.9	-0.2	18.8	32.5
CCn1cnc2cc(NCc3ccc(OC)cc3)ccc21	-0.2	90.5	118.9	109.5	-1.17	2.6	-14.3	-16.1	-22.6
COc1ccc(C(=O)N2CC(=O)N(CCc3ccccc3)C(=O)C2)cc1OC	-6.8	93.5	82.3	86.5	0.93	9.6	13.2	-29.0	3.9
Cc1ccc(Cc2cncc(O)c2)cc1S(=O)(=O)O	-4.0	93.6	95.6	96.3	0.03	-12.4	13.7	9.6	-6.7
CCN(CC)S(=O)(=O)c1ccc(S(=O)(=O)Nc2ccc(C(=O)N3CCCC3)cc2)cc1	-6.2	86.8	97.9	103.1	2.4	-2.0	-0.3	-41.6	-8.5
COC(=O)CSc1nnc(CNc2ccc(OC)cc2)n1C	6.6	91.3	92.7	99.1	-0.97	-19.1	-3.1	-32.0	-18.9
COc1ccc(OC)c(NC(=O)c2cc(-c3cc(Cl)ccc3O)n[nH]2)c1	-2.7	1.2*	45.0	50.4	-2.04	.	.	.	-16.3
Cc1ccc(-n2nc(C(=O)N3CCN(C)CC3)c3c4ccccc4n(C)c3c2=O)cc1	-6.7	81.9	89.4	96.7	-0.12	1.0	3.8	-8.3	34.0
Nc1nnc(-c2ccc(F)cc2)s1	.	.	.	.	1.6	6.1	-8.1	-3.1	0.4
CC(=O)[C@H]1CC[C@H]2[C@@H]3CCC4=CC(=O)CC[C@]4(C)[C@H]3[C@H](O)C[C@]12C	10.3	90.0	90.6	94.0	.	.	.	.	.
CCCCC(=O)Nc1ccc(NC(=O)C(C)C)cn1	6.8	88.0	68.7	106.4	-0.41	33.1	10.7	-44.5	-34.9
CN(C)c1ccc(C(=O)NCC2CCCO2)cc1 (stereo not drawn)	5.1	85.7	88.4	100.3	0.11	19.6	4.7	-2.1	1.0
COc1ccc(CC(=O)OCC(=O)Nc2ncc(Cl)cc2Cl)cc1	-2.0	87.9	97.0	90.3	0.49	16.5	5.4	-11.5	-19.2
CCN(c1cccc(C)c1)c1nc2ccsc2c(=O)s1	5.3	74.7	91.8	103.9	-0.73	.	13.3	1.2	-8.9
Cc1cc(C)nc(NS(=O)(=O)c2ccc(N/C=C\C(=O)c3ccc(Cl)cc3)cc2)n1	.	.	.	.	0.36	3.5	-12.0	.	25.2
COc1ccc(Nc2nc(-c3ccccc3)cs2)cc1	.	.	.	.	-0.5	11.3	18.6	-6.2	3.5
CC(OC(=O)CNC(=O)C12CC3CC(CC(C3)C1)C2)C(=O)Nc1ncc(Cl)cc1Cl (stereo not drawn)	-12.1	81.8	92.9	104.8	0.15	25.6	15.4	-0.5	21.2
Cc1cc(C)cc(N2C(=O)N(c3ccccc3C)C3CS(=O)(=O)CC32)c1 (stereo not drawn)	-5.6	107.3	90.0	99.0	-0.68	6.4	4.9	-13.6	-0.8
CCCCN1C[C@H](O)[C@@H](O)[C@H](O)[C@H]1CO	0.7	91.4	100.6	94.6	.	.	.	.	.
O=C(/C=C/c1c(Cl)cccc1Cl)NCCc1ccccc1	.	.	.	.	0.02	1.5	15.2	-8.5	-104.9

Looked up above.
HUVEC tox TNFa with `Cc1cc(C)cc(N2C(=O)N(c3ccccc3C)C3CS(=O)(=O)CC32)c1` (stereo not drawn) reads -13.6
VCAM1 TNFa inh with `CCN(c1cccc(C)c1)c1nc2ccsc2c(=O)s1` reads 13.3

The list continues:
SMILES	Smad3 FoxH1 inh	H69AR growth 86K	HUVEC prolif 384	Fibroblast inh	PTK2B oligo ant	F-actin modifier	VCAM1 TNFa inh	HUVEC tox TNFa	HUVEC tox IL1B
CCOC(=O)c1c(N)sc2c(OCC)c(Br)ccc12	3.1	85.5	72.8	91.2	-0.55	.	.	.	-19.1
CCOc1ccc(Nc2oc(-c3ccccc3Cl)nc2C#N)cc1	15.0	42.9	93.3	100.4	.	-17.9	-14.6	-13.8	3.3
CCc1c(O)nc(SCC(=O)NCc2ccco2)[nH]c1=O	-4.2	91.2	96.5	97.5	0.71	14.1	2.8	-8.9	2.9
CN(C)S(=O)(=O)c1ccc(NC(=O)CN2CCN(C(c3ccccc3)c3ccccc3)CC2)cc1	.	.	.	.	-0.85	6.5	3.1	.	65.3
CCC(=O)NCC(=O)OCC(=O)c1ccccc1	6.8	95.1	103.6	98.5	-0.03	-19.1	3.1	3.3	-21.7
COc1ccc(-c2nc(C#N)c(N3CCc4ccccc4C3)o2)cc1OC	-9.6	65.6	82.3	95.1	-1.25	-6.8	24.6	15.0	-1.6

From PubChem
